# ERp5 block: inhibitors of ERp5-driven insulin aggregation, primary screen, biochemical, turbidity, absorbance 650 nm, single point; 90 min; 350,000 tested, 0.05% active; inhibition, % at 9.99 µM; Protein disulfide-isomerase A6 (Homo sapiens), Q15084;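 active = mean replicate inhibition above about 25%, with every replicate also reaching it, limit read from the data, passing the limit was not always enough; inconclusive = only one of those two criteria met; inactive = neither criterion met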
# Target sequence (Q15084 whole entry, looked up): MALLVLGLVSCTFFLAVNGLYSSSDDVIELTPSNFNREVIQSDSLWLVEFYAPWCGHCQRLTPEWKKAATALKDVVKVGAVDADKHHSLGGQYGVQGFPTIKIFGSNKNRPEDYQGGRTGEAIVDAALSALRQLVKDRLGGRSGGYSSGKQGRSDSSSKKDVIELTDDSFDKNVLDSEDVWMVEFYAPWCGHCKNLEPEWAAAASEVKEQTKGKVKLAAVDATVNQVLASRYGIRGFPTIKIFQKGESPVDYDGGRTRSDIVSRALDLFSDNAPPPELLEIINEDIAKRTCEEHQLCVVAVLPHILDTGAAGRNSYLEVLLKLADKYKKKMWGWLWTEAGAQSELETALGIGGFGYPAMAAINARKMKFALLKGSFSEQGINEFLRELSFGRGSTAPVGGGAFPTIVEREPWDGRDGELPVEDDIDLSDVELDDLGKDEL
# esBAF inh: Bmi1 luciferase reporter increase in mESCs, primary screen, esBAF inhibitor project, mouse ES cells, Bmi1 luciferase knock-in, single point; 24 h; 100% = twice the neutral-well signal; AID 602393, 2012; 350,000 tested, 2% active; reporter increase, % at 12.5 µM; in the data active = activation above about 40%; inconclusive = no clear call, values can overlap the other calls;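 also: 0% = median of the plate's neutral control wells and 100% = double that signal; a rise in the Bmi1 reporter signal indicates esBAF inhibition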
# E-sel inducer: E-selectin induction in HUVECs, primary screen, imaging, HUVEC, immunofluorescence imaging, single point; normalized: neutral wells 0, TNF-alpha wells 100; activation, % at 7.58 µM; 260,000 tested, 0.37% active; AID 686992, 2013;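 active = mean E-selectin-positive cell signal at least 10% of the positive control, reached in at least 60% of replicates, without over 20% cell loss; inconclusive = no rule given, readout overlaps actives, possibly toxicity-flagged; inactive = the rest, including those meeting only one limit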;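 also: in these data hits start at about 27%; measured in HUVEC primary endothelial cells; signal is the percent of cells scored E-selectin positive by PE staining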
#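 Read-out basis: % PE-positive cells; Test system: HUVEC primary endothelial cells; Technique: immunofluorescence imaging; Dosing: single-point compound dose.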
# RAD52 inh: RAD52 DNA annealing inhibitors, primary screen, biochemical, FRET, single point, set 2; recombinant RAD52 DNA annealing, FRET fluorescence; inhibition, % at 18.7 µM; 360,000 tested, 0.46% active;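 active = every replicate showing at least 50% inhibition; inconclusive = mean inhibition at least 50% but not in every replicate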
# ARNT TACC3 PPI: disruptors of ARNT/TACC3 protein interaction, primary screen, biochemical, AlphaScreen, single concentration; Transforming acidic coiled-coil-containing protein 3 (Homo sapiens), Q9Y6A5; AlphaScreen His-ARNT PAS-B/GST-TACC3 binding, luminescence; TACC3 fragment carries E629A point mutation; inhibition, % at 9.99 µM; 390,000 tested, 0.66% active; AID 623870, 2012;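 active = mean inhibition of replicates at least 50% and at least half of replicates each reaching 50%; inconclusive = half or more replicates reach 50% but mean below 50%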;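 also: 0% = complete ARNT plus TACC3 wells and 100% = ARNT alone without TACC3; many hits fall short of the cut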
# RAD54 branch: inhibitors of human RAD54 branch migration, primary screen, biochemical, fluorescence, single point; RAD54 Holliday junction branch migration, FAM/BHQ fluorescence; 360,000 tested, 0.14% active; DNA repair and recombination protein RAD54-like (Homo sapiens), Q92698; inhibition, % at 10.4 µM;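 active = mean normalized replicate activity at least 40 and at least half of replicates scoring 40 or more; inconclusive = only one of the two criteria met; inactive = mean below 40 and under half of replicates reaching 40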;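 also: 0% = median of neutral control wells and 100% = median of positive control wells; inhibitors cause a drop in the FAM fluorescence signal; in these data hits start at about 50%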
# PglD inh: C. jejuni PglD acetyltransferase inhibitors, primary screen, biochemical, DTNB colorimetric, single point. AID 602405, 2012. 360,000 tested, 0.098% active. inhibition, % at 12.5 µM. UDP-N-acetylbacillosamine N-acetyltransferase PglD (Campylobacter jejuni). purified PglD enzyme, DTNB colorimetric CoA detection; in the data active = inhibition above about 16%, passing the limit was not always enough; inconclusive = no clear call, values can overlap the other calls; also: strong numbers were not always called active
# Casp6 inh: human caspase-6 inhibitors, primary screen, biochemical, VEID-R110 fluorescence, single point, set 2. P55212. purified caspase-6, Z-VEID-R110 cleavage fluorescence. inhibition, % at 12.5 µM. 350,000 tested, 0.53% active;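 active = mean inhibition across replicates at least about 35%, with every replicate also reaching that limit, limit read from the data; inconclusive = only one of the two criteria met; inactive = neither criterion met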;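 also: 0% = median of neutral control wells and 100% = no fluorescence left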
# Target sequence (P55212 24-179 limits assumed): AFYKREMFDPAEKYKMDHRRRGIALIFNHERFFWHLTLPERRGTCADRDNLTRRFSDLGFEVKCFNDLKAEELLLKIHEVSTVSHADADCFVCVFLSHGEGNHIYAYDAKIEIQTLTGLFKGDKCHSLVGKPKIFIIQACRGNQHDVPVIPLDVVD
# Target sequence (P55212 194-293 limits assumed): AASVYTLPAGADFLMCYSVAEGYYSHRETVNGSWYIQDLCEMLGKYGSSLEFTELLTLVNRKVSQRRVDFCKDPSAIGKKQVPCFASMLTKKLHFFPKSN
# An asterisk follows results filed as active; u = inconclusive; x = not tested or not shown.
1. O=c1nc(/C=C/c2cccn2-c2ccc([N+](=O)[O-])cc2)cc(C(F)(F)F)[nH]1
2. CN1C(=O)N(C)C2CC1N(C)C(=O)N2C
3. Cc1ccc(NC(=O)[C@@H]2CCC(=O)N2C2OC(=O)c3ccccc32)cc1Cl (stereo not given in full)
4. O=C1Nc2ccc(Cl)cc2/C1=C/C1CC=CCC1 (stereo not given)
5. C[C@H]1CCCCO[C@@H](CN(C)Cc2ccc(C(=O)O)cc2)[C@@H](C)CN([C@@H](C)CO)C(=O)c2cc(NC(=O)Nc3ccccc3)ccc2O1
6. Cc1ccc(Cc2c(-c3ccc(Br)cc3)nc3ccc(Br)cn23)cc1
7. CCNC(=O)N1CCC(n2nccc2NC(=O)CCOc2ccccc2)CC1
8. COC(=O)/C(=C\c1ccc(O)cc1)c1nc2ccccc2[nH]1
Screen / compound no.	1	2	3	4	5	6	7	8
ERp5 block	-2	x	-3	x	0	-3	-5	-4
esBAF inh	x	-12	4	-10	-5	66*	0	x
E-sel inducer	x	x	x	x	x	0.2	x	3.1
RAD52 inh	-89	x	-18	x	4	-64	0	-34
ARNT TACC3 PPI	0	-5	-11	6	0	x	-3	12
RAD54 branch	x	-9	5	10	-5	-3	-2	x
PglD inh	x	-5	4	5	2	1	-10	x
Casp6 inh	1	x	7	x	-3	5	-8	-2

9. CCC(=O)N1CCN(c2nc(CC)nc3sc4c(c23)CCCC4)CC1
10. Cc1noc(C)c1S(=O)(=O)N(C)C[C@H]1Oc2c(NS(=O)(=O)c3cn(C)cn3)cccc2C(=O)N([C@H](C)CO)C[C@H]1C
11. O=C(NCCc1ccccc1)C1CCCN1S(=O)(=O)c1ccc(F)cc1 (stereo not given)
12. C=CCN1C(=O)C2(OCCCO2)c2cccc(Cl)c21
13. COc1ccccc1CN1CC(C(=O)N2CCOCC2)CCC1=O (stereo not given)
14. Cc1cccc(Nc2nc(-c3ccc(F)cc3)cs2)n1
15. COc1ccc(NC(=O)N(C)C[C@H]2Oc3ncc(-c4ccc(C#N)cc4)cc3C(=O)N([C@@H](C)CO)C[C@@H]2C)cc1
16. CC(=O)N1CCCc2cc(S(=O)(=O)CCC(=O)N3CCN(c4ccccc4)CC3)ccc21
Screen / compound no.	9	10	11	12	13	14	15	16
ERp5 block	-1	13	x	2	-8	2	-1	-5
esBAF inh	0	-6	4	12	x	u	2	8
E-sel inducer	x	-0.1	x	0.7	-0.3	x	0.3	0.5
RAD52 inh	5	-7	x	-14	-8	-16	1	-10
ARNT TACC3 PPI	-1	-4	6	-2	-4	-2	-8	-2
RAD54 branch	-2	-2	4	5	-2	-1	-1	-9
PglD inh	8	-2	-4	1	7	-2	4	-1
Casp6 inh	1	-2	x	-1	-3	-1	2	8

17. CCOC(=O)C1(O)CC(C)=NN1C(=O)c1cccc(Cl)c1 (stereo not given)
18. CCOC(=O)N1CCN(c2nc(C)cc(C(F)(F)F)n2)CC1
19. COc1ccc(CNC(=O)C/C(C)=N/NC(=O)COc2ccc(C)cc2Br)cc1
20. O=C(Oc1ccc2ccc(OC(=O)N3CCOCC3)cc2c1)N1CCOCC1
21. COCCNC(=O)c1nc2ccccc2s1
22. CCCS(=O)(=O)N1CCC(Cc2ccc(OC)cc2)(C(=O)OCC)CC1
23. O=C(NC1CC1)C1=C[C@@H](c2ccc(C(F)(F)F)cc2)C[C@@H](OCc2ccc(CO)cc2)O1
24. CCOC(=O)c1c(-c2ccc(OC)cc2)nc2nonc2c1N
Screen / compound no.	17	18	19	20	21	22	23	24
ERp5 block	x	x	5	x	2	-3	x	x
esBAF inh	x	-3	x	18	x	x	-6	-2
E-sel inducer	-0.2	x	3.7	x	-0.1	x	-0.1	x
RAD52 inh	x	x	2	x	-8	-15	x	x
ARNT TACC3 PPI	-4	-4	3	-4	x	-10	-3	6
RAD54 branch	-6	-9	x	0	x	x	-5	-18
PglD inh	-8	-1	x	-10	x	x	-6	-4
Casp6 inh	x	x	-3	x	1	0	x	x

25. CCN(Cc1cc2ccccc2[nH]c1=O)S(=O)(=O)c1ccc(OC)cc1
26. Cc1ccc(S(=O)(=O)NC(=O)N2CCN(Cc3c(F)cccc3Cl)CC2)cc1
27. O=C([C@@H]1[C@@H](CO)[C@@H]2Cn3c(ccc(C4=CCCC4)c3=O)[C@H]1N2)N1CCCCC1
28. O=C(Oc1ccc2c(=O)c(Oc3ccc4ccccc4c3)coc2c1)c1cccnc1
29. CO[C@@H](CN(C)C(=O)C1CC1)[C@@H](C)CN(C(=O)Nc1ccc(C(F)(F)F)cc1)[C@@H](C)CO
30. O=C(C[C@H]1CC[C@@H]2[C@H](COC[C@@H](O)CN2S(=O)(=O)c2ccc(Cl)cc2)O1)N[C@H]1CCN(Cc2ccccc2)C1
31. CC1CCN(C(=O)CCNS(=O)(=O)c2ccc3c(c2)c(=O)n(C)c(=O)n3C)CC1
32. C[C@@H]1CN([C@@H](C)CO)C(=O)c2cccc(NC(=O)C3CCOCC3)c2O[C@@H]1CN(C)C(=O)Nc1ccc(F)cc1
Screen / compound no.	25	26	27	28	29	30	31	32
ERp5 block	7	-1	3	x	8	5	5	8
esBAF inh	2	x	0	x	0	-2	-5	4
E-sel inducer	x	-0.3	0.9	-0.4	0.2	0.1	0.0	1.2
RAD52 inh	-3	-14	-8	x	-7	13	-6	-6
ARNT TACC3 PPI	-8	5	-9	-22	9	16	6	-14
RAD54 branch	-9	x	-2	14	11	0	14	-3
PglD inh	-5	x	3	-8	-1	0	-2	1
Casp6 inh	3	2	0	x	3	-3	3	0

33. CCc1nc2ccc(C(=O)N(C)CCN(C)C)cn2c1N(C)CCC(C)C
34. CCc1nc2ccc(C(=O)NCc3ccc(OC)cc3)cn2c1N(C)C(=O)Cc1ccccc1
35. CS(=O)(=O)Cc1ccc(C(=O)N2CCN(C(=O)c3cccs3)CC2)cc1
36. CC(Oc1ccc(F)cc1)C(O)CCN(C)C (stereo not given)
37. O=C(NCC1CCOCC1)c1cccc2c(-c3cccnc3)coc12
38. C[C@H](CO)N1C[C@H](C)[C@H](CN(C)S(=O)(=O)c2ccc(F)cc2)Oc2cc(C#Cc3ccc(F)cc3)ccc2S1(=O)=O
39. Cc1c(N2C(=O)CSC23C(=O)Nc2ccccc23)c(=O)n(-c2ccccc2)n1C (stereo not given)
40. CCOc1ccc(Cc2n[nH]c(=S)n2Cc2ccccc2)cc1
Screen / compound no.	33	34	35	36	37	38	39	40
ERp5 block	-3	-4	-4	-2	7	-1	0	-3
esBAF inh	-1	-1	-5	x	9	-2	1	x
E-sel inducer	3.7	x	0.2	0.0	-0.2	0.1	x	-0.1
RAD52 inh	-6	-3	-9	-12	0	4	0	-11
ARNT TACC3 PPI	x	x	-2	0	x	-1	2	x
RAD54 branch	9	-8	2	x	-6	-18	-4	x
PglD inh	7	1	0	x	4	-1	4	x
Casp6 inh	-14	-6	-1	1	4	1	0	0

41. Cc1cc([N+](=O)[O-])nn1CC(=O)N(C)Cc1ccccc1
42. C/C(=C\C(=O)N1CCc2ccccc21)C(=O)O
43. COc1cccc(-c2ccc3c(c2)[C@@H]2[C@@H](CCN2C(=O)CN(C)C)[C@H](CO)N3C)c1
44. Cc1noc(C)c1C(=O)Nc1nc2ccc(S(C)(=O)=O)cc2s1
45. O=C(NC(=S)Nc1cccnc1)c1ccccc1
46. Fc1ccc(N2CN(Cc3cccnc3)CNC2=S)cc1
47. Cc1ccc(NS(=O)(=O)c2cc(C(=O)OCC(=O)NCC3CCCO3)ccc2C)cc1 (stereo not given)
48. Cc1ccc(C(=O)Nc2cccc(C(O)c3ccccc3)c2)cc1 (stereo not given)
Screen / compound no.	41	42	43	44	45	46	47	48
ERp5 block	0	x	1	0	2	3	0	-1
esBAF inh	-5	-9	-3	x	15	x	-8	x
E-sel inducer	x	x	0.7	-0.6	-0.1	x	-0.2	x
RAD52 inh	-11	x	11	-6	-6	-14	5	-18
ARNT TACC3 PPI	2	3	1	-6	-1	x	6	-1
RAD54 branch	3	-10	2	-11	3	-2	7	x
PglD inh	-5	8	2	-1	0	3	-5	x
Casp6 inh	-3	x	-9	1	-4	-3	-4	0

# Some of these compounds in order of the esBAF inh value, high to low.
entry | structure | ERp5 block | esBAF inh | RAD52 inh | ARNT TACC3 PPI | PglD inh | Casp6 inh
45 | O=C(NC(=S)Nc1cccnc1)c1ccccc1 | 2 | 15 | -6 | -1 | 0 | -4
43 | COc1cccc(-c2ccc3c(c2)[C@@H]2[C@@H](CCN2C(=O)CN(C)C)[C@H](CO)N3C)c1 | 1 | -3 | 11 | 1 | 2 | -9
47 | Cc1ccc(NS(=O)(=O)c2cc(C(=O)OCC(=O)NCC3CCCO3)ccc2C)cc1 (stereo not given) | 0 | -8 | 5 | 6 | -5 | -4
42 | C/C(=C\C(=O)N1CCc2ccccc21)C(=O)O | x | -9 | x | 3 | 8 | x

# Other structures:
49. Cc1ccc(S(=O)(=O)c2nc(S(C)(=O)=O)sc2N2CCOCC2)cc1
50. CC(C)C(c1nnnn1Cc1ccccc1)N(CCCO)Cc1cc2cc3c(cc2[nH]c1=O)OCO3 (stereo not given)
51. Cc1ccc(CNc2cc(C(=O)O)ccc2C)s1
52. CN(C)CC(=O)Nc1ccc2c(c1)[C@H]1C[C@H](CC(=O)NC3CCCCC3)O[C@H](CO)[C@H]1O2
53. C[C@H]1CN([C@@H](C)CO)C(=O)c2cccc(NC(=O)c3cnccn3)c2O[C@@H]1CN(C)Cc1ccc(Oc2ccccc2)cc1
54. CN1/C(=C/C(=O)CSc2ccccc2C(=O)O)C(C)(C)c2ccccc21
55. COc1ccc(S(=O)(=O)N2CC(C(=O)O)Oc3ccc(Cl)cc32)cc1 (stereo not given)
56. CN(Cc1cc(Cl)cc(Cl)c1)[C@H]1C[C@H]2c3[nH]c4ccccc4c3CCN2C(=O)[C@H]1CO
Screen / compound no.	49	50	51	52	53	54	55	56
ERp5 block	5	x	0	-1	-4	2	1	0
esBAF inh	-3	5	1	2	-1	-15	-3	-8
E-sel inducer	0.8	x	0.0	0.3	0.0	1.8	0.3	1.2
RAD52 inh	5	x	-8	13	-95	-57	-22	8
ARNT TACC3 PPI	4	10	-44	-1	23	22	-2	x
RAD54 branch	9	-12	-2	17	-12	-2	4	1
PglD inh	-3	-7	2	0	-1	3	5	0
Casp6 inh	-1	x	3	0	3	3	-1	-3

57. O=C(O)c1ccc(-c2nnc(-c3ccccc3)o2)cc1
58. CCN(CC(=O)Nc1ccc(NC(C)=O)cc1)C(=O)CSCc1c(C)noc1C
59. COc1ccc(OC)c(C(c2nnnn2C(C)(C)C)N2CCc3ccccc3C2)c1 (stereo not given)
60. CCN1CCN(CCCNC(=O)CS(=O)(=O)Cc2nc(-c3ccccc3C)oc2C)CC1
Screen / compound no.	57	58	59	60
ERp5 block	-3	-3	x	-1
esBAF inh	5	-9	-19	0
E-sel inducer	-1.6	-0.2	x	x
RAD52 inh	-7	-9	x	-12
ARNT TACC3 PPI	-9	-1	6	-1
RAD54 branch	2	-4	0	-14
PglD inh	-8	4	5	1
Casp6 inh	-1	1	x	-36
